EPAC1 antag – blocks human EPAC1 exchange factor; EPAC1 GEF assay, Rap1b-BODIPY-GDP exchange fluorescence; hit rate 0.14% among 360,000; AID 720709; Potency, µM (top dose mostly 115 µM), inactives show at the top dose activity change, negative = inhibition, most hits filed as inhibitors; O95398;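 further: potency means the concentration at half of the fitted maximal effect; plate controls were vehicle for no effect and positive control for full effect; nearly all actives have a fitted effect of over 50% in size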
EPAC1 ag – EPAC1 (human) agonism; O95398; EPAC1 agonist qHTS, biochemical assay; response scale: 100% = response to 6.5 mM cAMP; Potency, µM (top dose mostly 154 µM), inactives show at the top dose activation, actives largely listed as activators; hit rate 0.073% among 360,000; further: potency means the concentration at half of the fitted maximal effect; nearly all actives have a fitted effect of over 60% in size
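EPAC1 100 nM, Rap1B–BODIPY-GDP 250 nM, unlabeled GDP 50 uM; compound titration; 5 min RT; kinetic read ex480/em540 at 5-min intervals ×30 min; data normalized to 6.5 mM cAMP agonist control.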
PI5P4Ka inh – blocks human PI5P4K alpha kinase activity. hit rate 1.2% among 330,000. AID 652105. PI5P4Kalpha enzyme, ADP-Glo luminescence, 60 min; hits give low values. max response, %. P48426; active means max response of -50% or lower; inconclusive means between -30% and -50%; inactive means -30% or higher; further: value at the top dose of about 77 µM; on the % scale 0 is the no-effect control and ±100 the full control effect
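Quantitative HTS of the MLSMR library against PI5P4Kalpha with substrate. ATP added last at 5 microM final; room temperature, 60 minutes. Remaining ATP depleted, ADP converted and read as luminescence.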
IL-2 act – activators of IL-2 | IL-2 activation reporter assay, cell-based qHTS; stimulated with anti-CD3/CD4/CD28 beads; in transgenic mouse T cells | activation, % (series mostly up to about 46 µM) | hit rate 0.065% among 360,000 | AID 652025; in the data active means activation above about 50%; inconclusive means mostly about 30% to 49%; further: 0% is about no effect
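Unstimulated transgenic mouse T cells, 750 per well, received compound and, after 60 minutes, anti-CD3/anti-CD4 bead plus anti-CD28 stimulation. EGFP and DsRed were quantified after 18 hours.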
Abeta yeast res – restores growth of yeast expressing A-beta42 peptide | yeast expressing A-beta42, growth rescue, OD600, 48 h; response scale: 0% DMSO, 100% iron-clioquinol control | Potency, µM (top dose mostly 46.1 µM), without a hit: top-dose growth rescue, most hits filed as activators | hit rate 0.063% among 410,000 | AID 1347071; further: potency means the concentration at half of the fitted maximal effect; nearly all actives have a fitted effect of over 55% in size
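Yeast A-beta toxicity model in growth medium with pinned compounds, 48 h at 30 C; growth read as absorbance at 600 nm. Normalized to FeCl3/clioquinol equimolar mix (positive) and DMSO (negative).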
PLK1 PBD block – PLK1 (human) polo-box domain binding inhibition | P53350 | Plk1 PBD binding of FITC phosphopeptide, fluorescence polarization | Potency, µM, for the others: max response, negative = inhibition, hits mostly inhibitors | hit rate 2.8% among 360,000 | AID 720504; further: potency means the concentration at half of the fitted maximal effect; series mostly up to about 57 µM; on the % scale 0 is the no-effect control and ±100 the full control effect; nearly all actives have a fitted effect of over 65% in size
FUS yeast rescue – FUS proteinopathy suppression in yeast. S. cerevisiae FUS-expressing, growth rescue, OD600, 24 h. Potency, µM (doses to about 76.6 µM), without a hit: at the top dose growth rescue (activation), actives largely listed as activators. hit rate 0.24% among 390,000;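 further: potency means the concentration at half of the fitted maximal effect; plate controls were DMSO vehicle for no effect and reference control for full effect; nearly all actives have a fitted effect of over 55% in size; some results filed as inactive show a strong effect at the top dose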
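Galactose (2%) drives FUS expression in yeast precultured in raffinose; seeding density OD 0.005. Test compounds incubated 24hr at 30C and 99% humidity before absorbance at 600 nm was measured.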
WRN helicase inh – blocks human WRN helicase. Q14191. WRN helicase unwinding, fluorescent forked duplex, kinetic. Potency, µM (series often up to 114 µM), without a hit: top-dose activity change, negative = inhibition, actives largely listed as inhibitors. hit rate 0.46% among 360,000; further: potency means the concentration at half of the fitted maximal effect; on the % scale 0 is the no-effect control and ±100 the full control effect; nearly all actives have a fitted effect of over 55% in size
Target sequence (Q14191 whole entry, looked up): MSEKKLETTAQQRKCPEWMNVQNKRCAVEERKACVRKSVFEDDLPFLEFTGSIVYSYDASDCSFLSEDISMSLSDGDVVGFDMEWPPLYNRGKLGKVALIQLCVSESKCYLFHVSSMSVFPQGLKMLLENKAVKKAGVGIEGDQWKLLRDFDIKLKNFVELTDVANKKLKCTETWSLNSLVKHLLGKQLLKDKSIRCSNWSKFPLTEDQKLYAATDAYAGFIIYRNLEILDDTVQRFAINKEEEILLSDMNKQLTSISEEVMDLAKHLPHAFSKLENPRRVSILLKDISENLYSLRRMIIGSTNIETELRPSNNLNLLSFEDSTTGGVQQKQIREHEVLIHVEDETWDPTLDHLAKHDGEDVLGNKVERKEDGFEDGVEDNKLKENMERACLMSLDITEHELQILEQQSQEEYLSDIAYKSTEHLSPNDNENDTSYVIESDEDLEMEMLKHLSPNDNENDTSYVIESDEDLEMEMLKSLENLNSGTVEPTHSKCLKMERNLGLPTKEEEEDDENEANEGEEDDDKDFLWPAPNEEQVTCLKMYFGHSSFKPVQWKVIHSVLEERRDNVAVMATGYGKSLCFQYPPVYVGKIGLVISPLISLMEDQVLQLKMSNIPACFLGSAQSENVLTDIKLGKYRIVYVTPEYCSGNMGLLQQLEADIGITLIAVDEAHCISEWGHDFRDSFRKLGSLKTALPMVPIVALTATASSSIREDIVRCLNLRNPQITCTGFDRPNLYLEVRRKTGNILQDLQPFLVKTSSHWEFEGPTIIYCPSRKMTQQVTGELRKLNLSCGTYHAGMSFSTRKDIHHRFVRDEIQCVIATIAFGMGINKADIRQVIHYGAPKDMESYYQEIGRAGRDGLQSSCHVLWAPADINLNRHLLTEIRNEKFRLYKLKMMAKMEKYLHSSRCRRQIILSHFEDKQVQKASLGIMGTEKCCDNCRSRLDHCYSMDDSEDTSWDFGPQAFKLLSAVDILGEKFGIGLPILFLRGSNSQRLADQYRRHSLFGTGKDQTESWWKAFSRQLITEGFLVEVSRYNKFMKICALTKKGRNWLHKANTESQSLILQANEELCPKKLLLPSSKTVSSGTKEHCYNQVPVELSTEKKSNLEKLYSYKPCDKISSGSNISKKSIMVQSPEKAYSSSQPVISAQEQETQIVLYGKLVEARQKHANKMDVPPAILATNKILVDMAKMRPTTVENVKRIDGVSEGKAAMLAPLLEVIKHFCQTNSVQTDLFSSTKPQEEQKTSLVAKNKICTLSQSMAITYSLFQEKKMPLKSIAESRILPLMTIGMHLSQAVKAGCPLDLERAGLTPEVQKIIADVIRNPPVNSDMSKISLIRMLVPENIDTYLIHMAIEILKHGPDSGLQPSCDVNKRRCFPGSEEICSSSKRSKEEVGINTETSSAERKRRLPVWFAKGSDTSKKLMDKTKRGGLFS
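WRN at 20 nM final was preincubated with compound for 15 min at room temperature; reaction started with 100 nM forked duplex oligonucleotide carrying fluorophore and quencher plus 2 mM ATP (final). Unwinding followed kinetically by red fluorescence (ex 525/em 598 nm).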
aSyn rescue – inhibitors of alpha-synuclein toxicity in yeast; Yeast expressing alpha-synuclein, growth rescue, BacTiter-Glo, 24 h; Potency, µM (highest dose often 46.1 µM), inactives show top-dose growth rescue (activation), hits mostly activators; hit rate 0.14% among 370,000; AID 652106; further: potency means the concentration at half of the fitted maximal effect; % of control where 0% means no effect; nearly all actives have a fitted effect of over 65% in size
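Rescue of yeast growth: cells expressing toxic alpha-synuclein, induced in galactose at OD600 0.02, incubated with compound 24 h at 30 C. ATP luminescence quantified growth; inhibitors of toxicity appear as activators.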
Active calls of the source: *; ? = inconclusive; . = no result given; & = joins results of further samples; [ ] = another dose, or the depositor's remark. Unless noted, the call rests on the fitted dose curve; in most records, active means well fitted curve in the direction sought with a large enough effect; inconclusive means small, poorly fitted or top-dose-only effect, or another doubt; inactive means no such curve, though single readings can be large; an effect the other way counts as inactive or inconclusive.

1. O=C(Nc1ccccc1Cl)c1ccc([N+](=O)[O-])o1
2. Cc1cc(C)nc(NS(=O)(=O)c2ccc(NC(=O)COc3ccccc3)cc2)n1
3. O=C(CN1CCc2ccccc2C1)Nc1ccc(F)cc1F
4. CC1CCN(C(=O)c2ccc3c(c2)NC(=O)/C(=C/c2ccccc2)S3)CC1
5. O=C(O)CCN(Cc1ccccc1)S(=O)(=O)c1ccccc1Cl
6. COc1ccc(-c2nc(C(N)=O)c3[nH]c(=O)n(-c4cccc(Cl)c4)c3n2)cc1OC
7. C/C(=C\[C@@H](NP(=O)(c1ccccc1)c1ccccc1)c1ccccc1)CO[Si](c1ccccc1)(c1ccccc1)C(C)(C)C
8. Cc1nnc(SCC(=O)Nc2nnc(-c3ccccc3)o2)s1

compound no.	1	2	3	4	5	6	7	8
EPAC1 antag	1%	9%	-28%	-20%	-28%	12%	-9%	-3%
EPAC1 ag	-8%	1%	0%	-10%	9%	-17%	2%	12%
PI5P4Ka inh	1	.	-7	-19	1	-6	-2	1
IL-2 act	0.1	-2.6	0.1	-3.5	-0.8	-4.0	-4.0	-3.4
Abeta yeast res	-36%[inhibitor]	3%	2%	4%	3%	1%	8%	-7%
PLK1 PBD block	-17%	-9%	0%	-5%	?	-1%	-19%	-5%
FUS yeast rescue	-17%	32%	-11%	31%	-3%	.	15%	12%
WRN helicase inh	8%	-3%	5%	-13%	-20%	-16%	-14%	0%
aSyn rescue	-17%	-10%	-4%	16%	0%	-14%	10%	-10%

9. COc1ccc(CC(=O)Nc2ccc(S(=O)(=O)Nc3ncccn3)cc2)cc1OC
10. O=C(CCSc1ccc(F)cc1)Nc1ccc(-n2cnnn2)cc1
11. Cc1ccc(N(CC(=O)NCC2CCCO2)C(=O)CCC(=O)Nc2nccs2)cc1 (configuration not stated)
12. CCCCn1ccnc1C(=O)c1cccc(S(=O)(=O)N2CC(C)CC(C)C2)c1 (configuration not stated)
13. O=C(C[C@H]1C[C@H](C(=O)N2CCOCC2)[C@@]2(CCC3CCCC3)c3[nH]c4cc(-c5ccco5)ccc4c3CCN2C1=O)NCc1cccc(C(F)(F)F)c1
14. S=C(NCCc1ccccn1)Nc1ccc(Cl)cc1
15. Cc1cc(N2CC(C)OC(C)C2)nc2ccccc12 (configuration not stated)
16. O=C1CC2(CCN(C(=O)c3ccccc3Cl)CC2)Oc2ccccc21

compound no.	9	10	11	12	13	14	15	16
EPAC1 antag	-18%	-2%	-18%	-15%	-12%	8%	-17%	-1%
EPAC1 ag	5%	-5%	-1%	12%	-26%	0%	7%	3%
PI5P4Ka inh	0	8	1	.	-25	-2	-17	0
IL-2 act	-1.4	0.2	2.0	-1.9	1.0	3.4	1.5	-0.4
Abeta yeast res	-3%	20%	2%	16%	6%	5%	-5%	3%
PLK1 PBD block	-26%	-19%	-1%	5%&-11%	-3%	-3%	27µM*	-4%
FUS yeast rescue	52%	26%	13%	34%	32%	.	5%	12%
WRN helicase inh	-8%	-3%	-1%	-11%	0%	6%	-4%	2%
aSyn rescue	0%	4%	3%	-7%	5%	0%	3%	3%

Excerpt: nos. 9–13
9. COc1ccc(CC(=O)Nc2ccc(S(=O)(=O)Nc3ncccn3)cc2)cc1OC
10. O=C(CCSc1ccc(F)cc1)Nc1ccc(-n2cnnn2)cc1
11. Cc1ccc(N(CC(=O)NCC2CCCO2)C(=O)CCC(=O)Nc2nccs2)cc1 (configuration not stated)
12. CCCCn1ccnc1C(=O)c1cccc(S(=O)(=O)N2CC(C)CC(C)C2)c1 (configuration not stated)
13. O=C(C[C@H]1C[C@H](C(=O)N2CCOCC2)[C@@]2(CCC3CCCC3)c3[nH]c4cc(-c5ccco5)ccc4c3CCN2C1=O)NCc1cccc(C(F)(F)F)c1

compound no.	9	10	11	12	13
EPAC1 antag	-18%	-2%	-18%	-15%	-12%
EPAC1 ag	5%	-5%	-1%	12%	-26%
PI5P4Ka inh	0	8	1	.	-25
IL-2 act	-1.4	0.2	2.0	-1.9	1.0
Abeta yeast res	-3%	20%	2%	16%	6%
PLK1 PBD block	-26%	-19%	-1%	5%&-11%	-3%
FUS yeast rescue	52%	26%	13%	34%	32%
WRN helicase inh	-8%	-3%	-1%	-11%	0%
aSyn rescue	0%	4%	3%	-7%	5%

More compounds
17. Cc1ccc(NC(=O)C(C)Sc2nnc(-c3cccnc3)o2)cc1 (configuration not stated)
18. Cc1sc(NC(=O)c2ccco2)c(C(c2cccnc2)N2CCN(CCO)CC2)c1C (configuration not stated)
19. Cc1ccc(C(=O)OC(C)C(=O)Nc2ccc(Cl)cn2)s1 (configuration not stated)
20. CCc1c(C(=O)NCc2ccccc2Cl)[nH]c(C)c1C(C)=O
21. O=C(Nc1ccc(C(O)c2ccccc2)cc1)[C@@H]1O[C@H](CO)[C@@H](O)[C@H]1O (some centres not stated)
22. O=C(CSCc1cc(=O)n2ccsc2n1)Nc1ccc(F)cc1
23. CC1CCN(S(=O)(=O)c2cccc3cccnc23)CC1
24. C[C@@H]1O[C@H](C2CC2)Cc2[nH]c(=S)[nH]c(=O)c21

compound no.	17	18	19	20	21	22	23	24
EPAC1 antag	-8%	4%	1%	-3%	1%	-14%	12%	-24%
EPAC1 ag	4%	2%	11%	-9%	8%	-11%	5%	-3%
PI5P4Ka inh	-3	4	-5	0	4	1	-13	-2
IL-2 act	0.2	-0.2	0.5	-0.1	-0.5	0.1	0.3	0.0
Abeta yeast res	5%	-6%	-13%	-6%	-12%	5%	-7%	-3%
PLK1 PBD block	-5%	-5%	-10%	-4%	-4%	4%	-2%	-1%
FUS yeast rescue	12%	-26%	-9%	.	-12%	21%	-1%	-8%
WRN helicase inh	7%	-2%	4%	2%	4%	-5%	-2%	1%
aSyn rescue	0%	-7%	-14%	-10%	0%	1%	17%	-10%

25. Cc1ccc(C)c(OCCC(=O)OCC(=O)Nc2cc(S(=O)(=O)N3CCOCC3)ccc2C)c1
26. Cc1ccc(C(=O)O/N=C\c2ccc(N3CCCCC3)c([N+](=O)[O-])c2)cc1
27. COc1ccccc1CNC(=O)[C@H](C)NC(=O)[C@@H]1Cc2ccccc2CN1
28. FC(F)(F)c1cc(Cl)c2nc(-c3ccc(Cl)cc3)c(Cc3ccccc3)n2c1
29. O=C1COc2ccc(C(=O)COC(=O)/C=C/c3ccco3)cc2N1
30. C=CCOC(=O)C1=C(C)Nc2nnnn2C1c1cccs1 (configuration not stated)
31. COc1ccc(C(NC=O)c2cc(OC)c(OC)cc2Br)cc1OC (configuration not stated)
32. O=C(NCC1CCCO1)c1ccc(S(=O)(=O)Nc2ccccc2F)cc1 (configuration not stated)

compound no.	25	26	27	28	29	30	31	32
EPAC1 antag	-7%	-10%	2%	6%	9%	4%	-7%	1%
EPAC1 ag	15%	5%	-8%	-6%	11%	-5%	1%	9%
PI5P4Ka inh	-10	2	-6	1	?	.	-2	-1
IL-2 act	0.8	-0.2	-2.4	-0.3	4.0	0.7	-0.3	-1.8
Abeta yeast res	5%	19%	-6%	6%	-26%	9%	2%	-6%
PLK1 PBD block	1%	1%	2%	6%	-24%	-2%	-11%	-1%
FUS yeast rescue	57%	-4%	-18%	-21%	0%	13%	.	2%
WRN helicase inh	-3%	-5%	15%	4%	-13%	-2%	-11%	0%
aSyn rescue	0%	0%	0%	14%	-3%	-6%	-3%	-3%

Next entries follow.
no.	mol	EPAC1 antag	EPAC1 ag	PI5P4Ka inh	IL-2 act	Abeta yeast res	PLK1 PBD block	FUS yeast rescue	WRN helicase inh	aSyn rescue
33	CCOc1cc(C(=O)Nc2ccc(S(=O)(=O)N3CCOCC3)cc2)cc(OCC)c1OCC	9%	7%	12	-0.1	0%	-7%	0%	-3%	-1%
34	CCOC(=O)c1cc(-c2ccc(F)cc2)n(CCC(=O)NC2CCN(Cc3ccccc3)CC2)c1C	0%	-2%	3	-1.2	4%	-8%	22%	-3%	7%
35	CCOC(=O)N/N=C/c1cn(Cc2ccc(Cl)cc2)c2ccccc12	-6%	-7%	4	-0.8	-3%	-11%	.	1%	-4%
36	Cc1ccc(/C=C2/Sc3ccccc3N(CC(=O)NCC3CCCO3)C2=O)cc1 (configuration not stated)	11%	3%	1	-0.6	26%	-12%	32%	-3%	-1%
37	COc1ccc(S(=O)(=O)Nc2ccc(NC(C)=O)cc2)cc1OC	13%	-8%	.	-0.3	-3%	0%	-7%	-2%	-10%
38	COc1cc2ccccc2cc1C(=O)Nc1ccc(NC(=O)c2cccs2)cc1	-10%	3%	-1	-0.8	-20%	-9%	-22%	-7%[57.1 µM]	-10%
39	CN(CCc1ccccc1)C(=O)c1ccc(NC(=O)Cc2ccc(NC(=O)C3CCN(C(=O)C4CCCC4)CC3)cc2)cc1	-18%	-21%	-9	0.3	-12%	-14%	?	0%	0%
40	Cn1c(NC(=O)c2ccco2)cc(=O)n(C)c1=O	1%	3%	.	-1.8	-10%	-9%	-19%	-3%	-8%
41	Cc1c(Cl)cccc1NC(=S)N(CCN(C)C)C(C)c1ccccn1 (configuration not stated)	-9%	-3%	-2	-1.4	-2%	-1%	10%	-2%	-1%
42	CN(CC(=O)Nc1ccccc1Br)CC(=O)Nc1ccccc1-c1ccccc1	?	7%	-3	-0.3	12%	-10%	27%	9%	15%
43	CC(c1ccc(F)cc1)n1c(-c2cccs2)n[nH]c1=S (configuration not stated)	14%	5%	-2	7.1	0%	-14%	3%	4%	4%
44	CCOC(=O)C1(Cc2cccc(OC)c2)CCN(Cc2ccc(OC)c(OC)c2)CC1	0%	4%	12	-2.3	1%	8%	26%	-10%	3%
